# Compound activity (PubChem BioAssay)
# C-LANA FP = inhibitors of KSHV C-LANA binding to DNA, primary screen, biochemical, fluorescence polarization, FAM-LBS DNA, MBP-C-LANA, single point | 0.078% of 340,000 active | AID 504423, 2011 | inhibition, % at 9 µM | Kaposi's sarcoma herpesvirus LANA C-terminal domain (residues 932-1162) DNA binding;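 active means highest replicate inhibition at or above 60% at 9 µM, even if other replicates fall short; inactive means all replicates below 60% inhibition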;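 further: 0% = neutral control wells and 100% = 4 µM acridine orange control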
# MOR-DOR inv ag = inverse agonists of MOR-DOR heterodimerization, primary screen, cell-based, luminescence; Mu-type opioid receptor (Homo sapiens) + Delta-type opioid receptor (Homo sapiens), …; cell-based MOR-DOR heterodimer luminescence, inverse agonism; inhibition, % at 9.3 µM; 0.21% of 340,000 active; in the data active means inhibition above about 22%, passing the limit was not always enough;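 further: 0% = cells with DMSO and 100% = wells without cells with DMSO; values of inactives mirror those of a sister screen read the other way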
# Target sequence (P35372 whole entry, looked up): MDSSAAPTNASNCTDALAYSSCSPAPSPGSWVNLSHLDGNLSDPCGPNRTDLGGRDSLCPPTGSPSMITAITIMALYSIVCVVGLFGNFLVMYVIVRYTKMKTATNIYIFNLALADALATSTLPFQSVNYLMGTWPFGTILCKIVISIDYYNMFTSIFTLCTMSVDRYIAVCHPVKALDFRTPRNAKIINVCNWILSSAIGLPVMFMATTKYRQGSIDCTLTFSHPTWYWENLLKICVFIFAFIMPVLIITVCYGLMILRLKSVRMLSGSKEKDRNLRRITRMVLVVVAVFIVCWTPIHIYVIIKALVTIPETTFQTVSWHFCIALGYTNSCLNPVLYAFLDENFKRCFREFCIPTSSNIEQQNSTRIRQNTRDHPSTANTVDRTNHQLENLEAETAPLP
# Target sequence (P41143 whole entry, looked up): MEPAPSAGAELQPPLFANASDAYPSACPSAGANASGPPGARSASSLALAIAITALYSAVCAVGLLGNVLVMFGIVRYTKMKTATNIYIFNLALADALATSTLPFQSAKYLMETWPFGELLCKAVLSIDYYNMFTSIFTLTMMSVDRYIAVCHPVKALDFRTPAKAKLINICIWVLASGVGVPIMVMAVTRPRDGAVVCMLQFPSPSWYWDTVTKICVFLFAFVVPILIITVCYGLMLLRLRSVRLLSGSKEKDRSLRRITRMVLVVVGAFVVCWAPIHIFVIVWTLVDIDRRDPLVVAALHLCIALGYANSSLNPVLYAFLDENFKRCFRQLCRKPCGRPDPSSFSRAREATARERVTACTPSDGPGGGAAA
# MOR-DOR ag = agonists of OPRM1-OPRD1 heterodimerization, primary screen, cell-based, luminescence; Mu-type opioid receptor (Homo sapiens) + Delta-type opioid receptor (Homo sapiens), …; cells; activation, % at 9.3 µM; 0.3% of 340,000 active; AID 504326, 2011; in the data active means activation above about 18%;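 further: 0% = vehicle-treated cells and 100% = reference agonist; values of inactives mirror those of a sister screen read the other way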
# HTR5A inv ctr = HTR5A inverse agonists in luminescence cell assay, primary screen, counter-screen for OPRM1-OPRD1 heterodimer inverse agonist project, full-deck HTS; 5-hydroxytryptamine receptor 5A (Homo sapiens), P47898; HTR5A cell line, inverse agonism; inhibition, % at 9.3 µM; 0.083% of 340,000 active; AID 504634, 2011; in the data active means inhibition mostly above about 23%, no sharp cut-off; inactive means mostly below about 18%;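 further: 0% = cells with DMSO and 100% = no-cell wells with DMSO; some compounds called inactive have numbers as strong as hits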
# V-ATPase pHluor = regulators of yeast V-ATPase proton pumping, primary screen, pHLuorin cytosolic pH fluorescence | S. cerevisiae | response, % at 10 µM | 0.37% of 350,000 active | AID 504577, 2011; in the data active means response mostly above about 7.3%, no sharp cut-off; inactive means mostly below about 5.4%; further: actives read high; inactives centre near 0; some compounds called inactive have numbers as strong as hits; reference of the scale not given here
# RTF Ca sens inh = cardiac RTF calcium sensitivity inhibitors, primary screen, biochemical, IANBD-TnC fluorescence, EC70 calcium; 0.12% of 340,000 active; inhibition, % at 7.15 µM; IANBD-labeled cardiac RTF, Ca2+ fluorescence; AID 493244, 2011; Troponin I, cardiac muscle (Homo sapiens) + Troponin T, cardiac muscle (Homo sapiens) + …;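 active means inhibition above the mean inhibition of all tested compounds plus 3 SD, cut at about 17% in these data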;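 further: assay run at fixed EC70 calcium of 1.6 mM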
# HTR5A ag ctr = HTR5A agonists in luminescence cell assay, primary screen, counter-screen for OPRM1-OPRD1 heterodimer agonist project, full-deck HTS; cell-based; activation, % at 9.3 µM; 0.61% of 340,000 active; AID 504692, 2011; in the data active means activation mostly above about 9.5%, no sharp cut-off; inactive means mostly below about 7.6%;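 further: 0% = cells with vehicle only and 100% = reference agonist; strong numbers were not always called active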
# RTF Ca sens act = cardiac RTF calcium sensitivity activators, primary screen, biochemical, IANBD-TnC fluorescence, EC20 calcium; Troponin I, cardiac muscle (Homo sapiens) + Troponin T, cardiac muscle (Homo sapiens) + …; IANBD-labeled TnC RTF fluorescence at EC20 calcium; 0% EC20 calcium, 100% full calcium; activation, % at 7.2 µM; 0.24% of 340,000 active;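 active means activation above the mean over all tested compounds plus 3 SD, cut at about 30% in these data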;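 further: rise in fluorescence read as greater calcium sensitivity of cardiac thin filaments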
# Keap1 Nrf2 FP = Keap1-Nrf2 protein-protein interaction inhibitors, primary screen, biochemical, fluorescence polarization, single point | Kelch-like ECH-associated protein 1 (Homo sapiens), Q14145 | Keap1 Kelch-Nrf2 peptide fluorescence polarization, 1536-well | inhibition, % at 9.4 µM | 0.15% of 340,000 active | AID 504523, 2011; in the data active means inhibition above about 12%;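 further: human Keap1 Kelch domain with fluorescein labeled Nrf2 9mer peptide probe; 0% = neutral control wells and 100% = peptide positive control; higher means more block of Keap1 binding to Nrf2 peptide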
# CAL-PDZ inh HTS = untagged CAL PDZ binding inhibitors, primary screen, biochemical, fluorescence polarization, HTS | purified CAL PDZ, TMR-peptide fluorescence polarization, 1 h | AID 602252, 2012 | inhibition, % at 24.9 µM | 0.92% of 300,000 active;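 active means mean inhibition of at least 30% with at least half of replicates also reaching 30%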;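 further: 0% = DMSO neutral control and 100% = excess unlabeled competitor peptide PRC23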
# * = called active by the depositor; i = inactive; · = no result given. Rows were taken by chance. About 2.8% of those tested had a hit in this group.
SMILES,C-LANA FP,MOR-DOR inv ag,MOR-DOR ag,HTR5A inv ctr,V-ATPase pHluor,RTF Ca sens inh,HTR5A ag ctr,RTF Ca sens act,Keap1 Nrf2 FP,CAL-PDZ inh HTS
COc1ccc(N2COC3c4cccc5cccc(c45)C32)cc1 (stereo not drawn),2.2,50*,-9.3,9,-2,-1,-4,-2,-1,-3
O=S(=O)(Nc1cccnc1)c1cccs1,0.7,10,-1.6,-15,0,-5,6,-5,-2,-8
O=C1c2ccccc2C(Nc2cccc(C(F)(F)F)c2)N1Cc1ccco1 (stereo not drawn),-0.8,3,-0.5,-25,2,2,-1,7,3,-4
O=C(COC(=O)/C=C/c1ccc(S(=O)(=O)N2CCOCC2)cc1)Nc1ccc(F)c(F)c1F,0.5,13,-2.6,-5,-1,-7,1,-3,1,-5
O=C(O)C1CCCN1C(=O)c1cccs1 (stereo not drawn),0.2,13,-2.4,10,-2,1,-4,-4,-2,-1
O=C(c1ccc2c(=O)n(Cc3ccccc3)c(=S)[nH]c2c1)N1CCCC1,-1.2,1,-0.2,4,-5,3,-1,-11,-3,-4
CCOC(=O)c1sc2nc(SCC(=O)NCc3ccco3)n(Cc3ccccc3)c(=O)c2c1C,2.8,i,150*,2,5,-14,0,4,-3,-7
Cc1cc(-c2nn3c(-c4ccccc4)nnc3s2)c2ccccc2n1,-0.1,-30,5.8,-6,-3,-8,5,7,4,-4
O=C(Nc1nnc(-c2ccc3c(c2)CCCC3)o1)c1ccccc1Cl,0.3,-1,0.1,-19,2,-14,7,-5,-5,·
CCCSc1ccc(-c2nn(-c3ccccc3)cc2/C=C(/C#N)C(=O)N2CCOCC2)cc1,-2.7,1,-0.1,-8,-4,2,3,-3,-7,-2
Cc1cc(NC(=O)CSc2nnc(-c3ccc4c(c3)OCCO4)o2)no1,0.6,-3,0.5,-11,0,-4,4,2,0,-9
CC1CCc2c(C(=O)OCC(=O)Nc3cccc(S(=O)(=O)N4CCCCCC4)c3)csc2C1 (stereo not drawn),-3.1,-14,2.6,3,0,-4,-1,5,-2,-1
Cc1ccc(NC(=O)CCC(=O)N/N=C/c2ccc(O)cc2O)cc1,2.7,1,-0.2,-29,-6,0,8,1,-1,-6
Cc1ccc(C)c(Nc2nn3c(=O)c4ccc(C(=O)NCc5cccnc5)cc4nc3s2)c1,0.5,12,-2.2,-4,7,-13,-4,1,-2,-1
CC1CCCC(C)N1C(=O)CSc1nc2ccccc2s1 (stereo not drawn),-0.2,-3,0.7,-23,-3,-3,1,0,-2,-1
COc1cccc(CNS(=O)(=O)c2ccc(S(=O)(=O)NC3CC3)cc2)c1,1.1,13,-2.4,-37,-1,0,14,4,4,-4
COc1ccc(C2=NN3C(C2)c2ccccc2OC32C(=O)N(C)c3ccccc32)cc1 (stereo not drawn),-1.9,-7,1.7,-8,14,-3,-1,2,-3,·
Cc1cccc2c3nc4ccccc4nc3n(C)c12,1.4,2,-0.4,9,4,-10,-2,-4,-3,-1
O=S(=O)(/N=C(/Nc1ccccc1)c1ccccc1)c1cccs1,-0.6,-2,0.4,-6,5,1,8,0,-3,0
Cc1cc(NC(=O)C(C)C)ncc1NC(=O)Cc1ccccc1,-0.4,13,-2.3,-7,4,1,-6,0,-4,3
Clc1ccc(Oc2cnns2)cc1Cl,-0.9,-2,0.3,1,-2,-4,0,-4,-1,-2
CC(C)(C)OC(=O)N1CCN(c2ccc(CNC(=O)c3ccc(Cl)cc3)cc2)CC1,-0.8,-9,1.7,-12,2,-5,4,-1,0,-5
N#CCCCN1C(=O)C(O)(CC(=O)c2ccc3c(c2)OCCO3)c2ccccc21 (stereo not drawn),0.6,16,-3.3,-24,-1,1,10,-1,0,0
CN(Cc1ccc(Cl)cc1)C(=O)c1ccc2ccccc2n1,-0.1,7,-1.3,-4,12,-12,2,-6,-4,-1
N#C/C(=C/c1ccncc1)c1nc2ccccc2c(=O)[nH]1,0.3,27,-5.2,-10,3,-3,9,-2,-1,0

# Next records follow:
SMILES,C-LANA FP,MOR-DOR inv ag,MOR-DOR ag,HTR5A inv ctr,V-ATPase pHluor,RTF Ca sens inh,HTR5A ag ctr,RTF Ca sens act,Keap1 Nrf2 FP,CAL-PDZ inh HTS
O=C1C(=O)N(Cc2cccnc2)C(c2cccc(O)c2)/C1=C(\O)c1ccc2c(c1)OCCO2 (stereo not drawn),-0.4,11,-2.1,-4,2,-1,-6,-8,-4,-3
O=C(N1CCOCC1)C(F)(F)C(F)(F)C(F)(F)C(F)(F)C(=O)N1CCOCC1,-0.6,11,-2.1,-17,-1,-11,6,3,0,0
CCOC(=O)N1CCN(C(=O)c2c[nH]c3ccc(S(=O)(=O)N(C)c4ccccc4C)cc3c2=O)CC1,0.1,9,-1.6,7,-2,-2,-1,-2,-4,-3
Nn1cnc2sc3c(c2c1=O)CCC3,0.0,8,-1.6,21,1,-5,0,4,-2,·
Cc1sc(NC(=O)C2CCCCC2)c(C#N)c1-c1ccccc1,1.3,-27,4.6,4,1,4,2,2,-3,-2
COc1ccc(Cl)cc1-c1nc(N)nc(NC2CCCCC2)n1,0.0,3,-0.5,-11,1,-1,3,1,-1,-2
CCc1cccc(CC)c1NC(=O)CSc1nnc(C2CC2)n1N,0.8,-7,1.1,22,-5,-9,-3,-6,5,·
CCOC(=O)c1cc(CC)sc1NC(=O)c1ccc([N+](=O)[O-])c(N2CCOCC2)c1,0.8,-4,0.6,12,2,-13,-1,-6,4,-3
CCCCn1c(O)c(/C=C2\C=NN=C2c2ccccc2)sc1=S,-1.9,12,-2.2,-8,3,-3,1,-18,-5,-6
O=C(COC(=O)C1CC(=O)N(Cc2ccccc2)C1)Nc1ccc(Cl)cc1F (stereo not drawn),1.2,6,-1.2,-1,-1,-20,0,3,-1,-1
COc1cccc(NC(=O)CN2CCN(CC(=O)Nc3ccc(F)cc3)CC2)c1,-2.1,4,-0.9,0,6,-3,0,1,-3,-7
O=C(CN1CCN(c2cccc(Cl)c2)CC1)NCc1ccccc1,-2.2,1,-0.2,22,2,3,-6,-3,0,-7
COc1ccc(C)cc1S(=O)(=O)NCC(c1cccnc1)N1CCc2ccccc2C1 (stereo not drawn),-0.3,15,-2.9,13,2,-2,1,9,-4,4
C=C(C)C1CC=C(C)/C(=N/NC(=O)COc2ccc(Cl)cc2)C1 (stereo not drawn),2.2,5,-0.9,1,-1,-3,0,8,-4,-3
O=C(O)CC1(c2ccccc2)C(=O)c2ccccc2C1=O,-1.4,24,-4.1,0,8,-16,0,-3,-3,-6
CCCC(=O)NC(Nc1cc(C(F)(F)F)ccc1Cl)C(Cl)(Cl)Cl (stereo not drawn),-0.9,-54,8.9,12,4,-16,-4,0,-5,4
Cc1oc2cc([N+](=O)[O-])c(O)c([N+](=O)[O-])c2c1C(=O)c1ccc(Cl)cc1,2.8,10,-2.0,-26,0,-4,-6,-3,-5,-1
CNC(=S)N(Cc1cc2cc(OC)c(OC)cc2[nH]c1=O)C1CCCC1,1.0,5,-1.0,21,2,-3,13*,4,-1,·
CCCc1cc(=O)oc2c3c(cc(OCC(=O)NCc4ccncc4)c12)OC(C)(C)CC3,1.4,14,-2.8,-20,3,0,6,5,-5,-16
O=C(COC(=O)Cc1ccsc1)Nc1cccc(Cl)c1,1.4,-2,0.6,-13,2,-7,5,-7,-5,0
CCOC(=O)c1oc2cccc(OC(C)=O)c2c1C,1.0,18,-3.3,3,1,0,-1,-5,0,·
CC(C)C(=O)Nc1c2c(nn1-c1ccc([N+](=O)[O-])cc1)CS(=O)(=O)C2,0.9,13,-2.4,-5,-2,-5,1,-3,9,-2
O=C1/C(=C/c2cccnc2)SC(=S)N1NS(=O)(=O)c1ccccc1,-1.3,13,-2.7,-6,3,-4,2,5,0,-8
COc1ccc(CNc2ncc(-c3cccc([N+](=O)[O-])c3)n2C)c(OC)c1OC,-2.6,3,-0.6,-17,-1,-8,-4,1,-7,·
Cc1cc(C(=O)COC(=O)CC2Sc3ccccc3NC2=O)c(C)n1-c1ccccc1 (stereo not drawn),0.1,12,-2.3,21,-3,9,1,-3,-4,-6

# (more compounds)
SMILES,C-LANA FP,MOR-DOR inv ag,MOR-DOR ag,HTR5A inv ctr,V-ATPase pHluor,RTF Ca sens inh,HTR5A ag ctr,RTF Ca sens act,Keap1 Nrf2 FP,CAL-PDZ inh HTS
CC(OC(=O)c1cc(Br)ccc1O)C(=O)NCc1ccc2c(c1)OCO2 (stereo not drawn),1.0,-29,4.4,-10,6,-21,3,6,-9,0
CCOc1ccc(N2C(=O)C3C(C2=O)C3(c2ccccc2)c2ccccc2)cc1 (stereo not drawn),0.4,1,-0.2,-13,1,-4,-1,-5,-6,-2
CCCOC(=O)C1[C@H]2C(=O)N(Cc3ccco3)C[C@]23C=C[C@H]1O3 (stereo partly drawn),1.5,16,-2.9,-2,6,3,-1,4,-1,1
COc1cc2c(cc1OC)CN(C(=O)CN1C(=O)c3ccc([N+](=O)[O-])cc3C1=O)CC2,·,-10,2.0,-10,-1,-28,4,7,·,0
CCOC(=O)CC(NC(=O)c1cccc2c1C(=O)N(Cc1cccnc1)C2)c1ccc(OC(C)C)cc1 (stereo not drawn),-1.0,16,-3.3,-1,0,-4,0,-6,1,-5
O=C(NCCc1ccccc1)/C(=C\c1ccc([N+](=O)[O-])cc1)NC(=O)c1ccccc1,0.9,-16,2.6,-26,-3,9,2,1,-6,-3
COCC(C)N=Cc1c(O)[nH]c2ccccc12 (stereo not drawn),1.4,-1,0.2,-8,2,-21,3,7,1,-1
CC(C)N(C(=O)[C@H]1CC(CC(=O)NCc2ccco2)C(=O)N2CCc3c([nH]c4ccccc34)[C@]12C)C(C)C (stereo partly drawn),2.5,4,-0.9,13,0,-6,-4,0,-3,-4
COc1ccc(NC(=O)C2CCN(C(=O)Nc3ccc(C)cc3)CC2)cc1OC,-0.5,-8,1.0,6,-5,-8,-3,4,0,8
Cc1cc(NC(=O)CSC2=Nc3ccccc3C3=NC(Cc4ccccc4)C(=O)N23)n[nH]1 (stereo not drawn),-2.3,13,-2.2,2,3,-6,-1,6,-9,-3
C=CCC[C@H](Cc1ccc(F)cc1)C(=O)OC[C@@H](C)NC(=O)[C@H](CC=C)CC(=O)NCCO,-0.2,-14,2.5,24,-2,-14,-10,-4,2,-2
COc1ccc(C(=O)NCc2ccccc2CN2CCCC2)cc1S(=O)(=O)Nc1ccc(C)cc1,0.4,-11,2.8,-10,-1,-13,-1,2,-3,-3
